Source: PubChem BioAssay
NPYLR7 ag – mosquito NPYLR7 agonism. HEK293T NPYLR7/Galpha15, GCaMP6s calcium fluorescence. activation, % at 10 µM. 270,000 tested, 0.15% active; in the data active = activation above about 40%;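 also: 0% = vehicle and 100% = reference agonist at the receptor; some compounds past the cut are filed as inactive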
mcGAS lum – mouse cGAS inhibition by luminescence; Q8C6L5; recombinant cGAS, Kinase-Glo ATP depletion luminescence; inhibition, % at 12.5 µM; 160,000 tested, 0.15% active;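 also: 0% = negative control wells and 100% = reference inhibitor with no enzyme activity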
hcGAS inh – blocks human cGAS activity; inhibition, % at 12.5 µM; recombinant h-cGAS, ATP depletion, Kinase-Glo luminescence; AID 1259398; 290,000 tested, 0.081% active; Q8N884;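 also: 0% = vehicle reaction and 100% = reaction without DNA for no activity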
Target sequence (Q8N884 whole entry, looked up): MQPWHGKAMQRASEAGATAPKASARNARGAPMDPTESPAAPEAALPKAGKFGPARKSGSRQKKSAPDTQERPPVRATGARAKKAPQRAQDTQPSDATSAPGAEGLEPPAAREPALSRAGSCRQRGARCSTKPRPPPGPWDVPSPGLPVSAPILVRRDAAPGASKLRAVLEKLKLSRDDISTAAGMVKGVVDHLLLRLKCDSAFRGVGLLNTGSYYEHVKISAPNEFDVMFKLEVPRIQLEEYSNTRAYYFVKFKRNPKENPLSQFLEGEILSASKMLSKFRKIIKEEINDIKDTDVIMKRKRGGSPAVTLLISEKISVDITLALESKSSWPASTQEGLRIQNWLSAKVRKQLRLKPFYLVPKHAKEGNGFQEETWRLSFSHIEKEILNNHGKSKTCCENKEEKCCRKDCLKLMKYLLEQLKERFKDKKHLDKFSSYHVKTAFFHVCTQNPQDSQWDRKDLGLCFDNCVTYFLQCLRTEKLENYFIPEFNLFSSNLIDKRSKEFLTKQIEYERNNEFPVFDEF
Active calls of the source: *; / = not tested or not shown; & = joins results of further samples. Rule as the data show it, unless noted: active = inhibition above about 40%; inactive = the rest.

SMILES	NPYLR7 ag	mcGAS lum	hcGAS inh
CCOC(=O)c1cnn2cc(CN(C)C3CCCc4ccccc43)cnc12 (centres undefined)	0.6	-12.0	-6.6
Fc1cc(F)c2c(c1)C1C=CCC1C(c1ccncc1)N2 (centres undefined)	10.9	/	-3.3
COc1ccc(-c2nc(N3CCN(C(=O)Cc4ccc(F)cc4)CC3)c3ccccc3n2)cc1	16.1	-7.6	-3.0
Cc1ccn2c3c(nc2c1)CNC(=O)CC3c1ccc(C(=O)O)s1 (centres undefined)	2.1	/	-3.5
O=C(Nc1ccccc1)Nc1ccc(NC(=O)C2CC(=O)N(c3ccc4c(c3)OCCO4)C2)cc1 (centres undefined)	4.5	/	-4.2
Cn1cc(NC(=O)C2CCN(c3ccc(F)cc3)C2=O)ccc1=O (centres undefined)	2.0	/	0.7
COc1ccc(S(=O)(=O)Nc2ccccc2C(=O)NC2CCCCC2)cc1OC	0.4	-6.4	-6.5
CC(C)N1CCC(CC(=O)NCC(c2ccncc2)N2CCOCC2)CC1 (centres undefined)	/	-0.1	1.8
CCOc1cc(C(=O)Nc2ccc(N3CCN(C)CC3)nc2)cc(OCC)c1OCC	-0.2	/	6.8
CC(C)c1csc(C(=O)N2CCC3(CC2)CN(C)CCN3C)n1	6.3	-14.1	-0.5
CCn1c(C2CC2)nn(CN2CCc3cc(OC)c(OC)cc3C2)c1=S	9.6	/	-7.0
NC(=O)c1cccc(OCCOc2ccc(F)cc2)c1	2.1	-5.8	-0.7
COc1cc(CN(C)Cc2nc3ccccc3n2C)cc(F)c1O	1.0	/	3.0
COc1ccc(C)cc1CC(=O)Nc1cc(Cl)ccc1F	3.0	/	-8.6
CCOc1ccc(C(=O)Nc2ccc(Nc3cc(-n4ccnc4)ncn3)cc2)cc1OCC	-2.3	-10.9	-6.2
COC(=O)C1=C(C)N(C)C(=O)NC1c1ccc([N+](=O)[O-])cc1 (centres undefined)	5.3	/	-1.3
O=C1c2ccccc2NC2(CCCC2)N1CC(F)(F)F	-3.9	-7.6	-6.8
COc1coc(CN2CCCC(CCc3ccccc3C)C2)cc1=O (centres undefined)	6.7	/	-1.2
Cc1sc2nc(SCC(=O)Nc3nccs3)n(Cc3ccco3)c(=O)c2c1C	4.0	-3.4	-3.6
CCc1nc2ccc(C(=O)NC3CCN(Cc4ccccc4)CC3)cn2c1N(C)Cc1ccc(OC)cc1	10.0	-2.5	-2.0
Cc1c(C(=O)NC(C)(C)CO)c(C(F)(F)F)nn1C1CCCN(C(C)C)C1 (centres undefined)	11.1	/	-6.8
Cc1cc(F)ccc1NCC(=O)N1c2ccccc2NC(=O)CC1C (centres undefined)	-0.9	/	3.5
Cc1ncsc1CCOC(=O)CC1C2CC3CC(C2)CC1C3 (centres undefined)	-4.7	/	-9.2
Fc1ccc(-c2nc3c(N4CCOCC4)nccc3[nH]2)cc1F	-4.3	-6.6	-5.9
Cc1nc2cc(C(F)(F)F)ccc2n1C1CCN(C(=O)c2cccc(C#N)c2)CC1	-5.6	-6.9	-7.1
Cn1cc(/C=C/C(=O)N2CCCC(N3CCN(c4ccccc4F)CC3)C2)cn1 (centres undefined)	3.7	/	-8.0
O=C1c2ccccc2C(=O)C1(Cl)[N+](=O)[O-]	-8.8	/	-6.6
CC(=O)Nc1ccc(CN2CCN(C(C)C)C(C)C2)cc1 (centres undefined)	6.2	-13.8	-4.4
CCOc1ccnc(NCCN2CCOCC2)n1	6.4	-13.8	-1.2
Cc1ccc(C(O)CN(C)c2ccc(F)c(F)c2)cc1 (centres undefined)	-2.2&-1.4	1.5	-7.9&3.1
CCn1nc(C(=O)Nc2ccc(C)cc2)cc1-c1ccsc1	/	-4.8	-7.2
CCC1=NOC(CNC(=O)c2cc3cc(C)ccc3o2)C1 (centres undefined)	5.6	-15.1	-6.1
CC1CCC2C(=O)NC(=O)C2C1 (centres undefined)	-2.5	/	-7.9
Cc1noc(C)c1CC(=O)N1CCCCCCNC(=O)[C@@H]2CCCC[C@@H]21	/	-4.2	-19.0
COc1cc(CC(=O)N2CCOC(COc3ccc4c(c3)CCCC4)C2)cc(OC)c1OC (centres undefined)	19.3	-8.6	-5.1
CCOC(=O)N1CCN(C2CCCN(Cc3cn[nH]c3C3CCCCC3)C2)CC1 (centres undefined)	/	-9.0	-5.2
Cc1cc(C(=O)N(C)CCC#N)ccc1I	1.7	/	8.6
CN(C)c1cccc(C(=O)Nc2cnn(CC(F)F)c2)c1	4.0	/	-1.9
O=C(c1ccccc1N1CCC(NS(=O)(=O)c2ccc(Cl)cc2)CC1)N1CCOCC1	15.6	-4.6	-3.9
COCc1cn(C2CCN(CCC(C)c3ccccc3)CC2)nn1 (centres undefined)	0.8	-10.7	-1.7

Whole records from above. Values in the order: NPYLR7 ag, mcGAS lum, hcGAS inh
Listed for `CCOC(=O)N1CCN(C2CCCN(Cc3cn[nH]c3C3CCCCC3)C2)CC1` (centres undefined) → /, -9.0, -5.2
Listed for `COc1cc(CC(=O)N2CCOC(COc3ccc4c(c3)CCCC4)C2)cc(OC)c1OC` (centres undefined) → 19.3, -8.6, -5.1
Listed for `Cc1nc2cc(C(F)(F)F)ccc2n1C1CCN(C(=O)c2cccc(C#N)c2)CC1` → -5.6, -6.9, -7.1
Listed for `CN(C)c1cccc(C(=O)Nc2cnn(CC(F)F)c2)c1` → 4.0, /, -1.9
Listed for `Cc1c(C(=O)NC(C)(C)CO)c(C(F)(F)F)nn1C1CCCN(C(C)C)C1` (centres undefined) → 11.1, /, -6.8

(continued)
SMILES	NPYLR7 ag	mcGAS lum	hcGAS inh
CC(NC(=O)c1ccc(-c2cc(-c3ccccc3)n[nH]2)cc1)c1ccccc1 (centres undefined)	5.7	-7.7	-7.7
CCN1C(=O)N(c2cc(C)ccc2C)C2CS(=O)(=O)CC21 (centres undefined)	1.4	/	-2.4
Cc1ccc(C)c(Sc2ncccc2C(=O)N2CCNC(=O)C2)c1	-1.2	-11.5	-4.3
C=CCNC(=O)c1ccc(N2CCS(=O)CC2)nc1	-2.0	/	3.6
CS(=O)(=O)c1ccc(NC(=O)C2(c3ccc(F)cc3)CCCC2)cn1	-6.9&0.2	/	11.5&-0.5
CC(=O)Nc1ccc(Cl)c(C(=O)NCCCOc2ccccc2)c1	5.4	-8.9	3.2
COc1cccc2cc(C(=O)NC3CCC(C)CC3)c(=O)oc12 (centres undefined)	0.2	/	-4.0
CC(CO)NC(=O)c1ccc(NCc2ccc(Cl)s2)cc1 (centres undefined)	6.4	-16.8	-5.6
CC1(C)N=C(c2ccccc2)C(=S)N1C(=O)c1ccccc1	-0.9	1.2	-0.4
Cc1ccc(NC(=O)CCNC(=O)c2cccc3ccnn23)cc1	4.6	/	-10.6
Cc1ccc(N=Cc2nc(-c3ccco3)oc2O)cc1	-7.9	2.1	-4.3
CCN(CC)CCN(C(=O)c1ccc([N+](=O)[O-])o1)c1nc2ccccc2s1	-4.6	-6.6	-5.5
CN(Cc1nc2ccccc2n1C)C(=O)[C@H]1CCCO1	7.3	/	-5.3
CCCCCNc1ccc(NC(=O)c2ccc(C3CCC(CCCCC)CC3)cc2)c2c1C(=O)c1ccccc1C2=O (centres undefined)	-20.8	2.0	4.3
O=C(NCCC1CC2CCC1C2)c1c[nH]c2ccccc2c1=O (centres undefined)	4.4	/	-8.4
CCN1CCN(c2c(CN(CCOC)C(=O)COc3ccccc3)c(C)nn2-c2ccccc2)CC1	8.1	-2.9	-4.6
CC1(C)CC(=O)C=C(NCCCn2ccnc2)C1	1.1	-4.0	-2.2
CC(C(=O)N(C)C)N(C)Cc1cc(C(C)(C)C)ccc1O (centres undefined)	14.2	/	-3.0
O=C(COc1ncnc2ccccc12)NC12CC3CC(CC(C3)C1)C2	0.2	-7.1	-12.9
O=C(NC1CCS(=O)(=O)C1)C1CCCC1 (centres undefined)	-0.3	/	-3.9

The closing five records of the part before lead into the next:
SMILES	NPYLR7 ag	mcGAS lum	hcGAS inh
CCN1CCN(c2c(CN(CCOC)C(=O)COc3ccccc3)c(C)nn2-c2ccccc2)CC1	8.1	-2.9	-4.6
CC1(C)CC(=O)C=C(NCCCn2ccnc2)C1	1.1	-4.0	-2.2
CC(C(=O)N(C)C)N(C)Cc1cc(C(C)(C)C)ccc1O (centres undefined)	14.2	/	-3.0
O=C(COc1ncnc2ccccc12)NC12CC3CC(CC(C3)C1)C2	0.2	-7.1	-12.9
O=C(NC1CCS(=O)(=O)C1)C1CCCC1 (centres undefined)	-0.3	/	-3.9
CC(C)c1nc2ccccc2c2c1C(=O)N(Cc1ccc3ccccc3c1-c1ccccc1)C2=O	-5.9	/	-4.0
NC(=O)c1ccccc1NCc1cc(Cl)cc2c1OCOC2	8.2	-5.2	-7.4
O=C(c1csc(COc2cccc(F)c2)n1)N1CCCC1	-5.2	/	2.3
O=C(Nc1cc2c(cc1C(=O)O)OCCO2)c1ccccc1F	9.6	-1.5	-1.0
COc1cccc(Cc2nsc(N3CCC(CNC(=O)CCCCl)CC3)n2)c1	-0.8	-5.4	-10.0
Cc1ccccc1NC(=O)c1ccc(CN2CCNC(=O)C2)cc1	-3.4	/	-4.7
COc1ccc(CCN(C)Cc2cnc(S(C)(=O)=O)n2CC2CCCO2)cc1OC (centres undefined)	2.0	/	-9.3
O=C1N=c2ccccc2=C1c1sc(=S)n(NC(=O)c2ccccc2)c1O	-6.2	/	-7.1
CCOC(=O)c1cc(C2CC2)n(-c2ccc(C(=O)NC(C)CCCN(CC)CC)cc2)n1 (centres undefined)	-2.9	-5.9	-4.0
O=C(CSc1nc2c(-c3ccccc3)c[nH]c2c(=O)[nH]1)Nc1cccc(F)c1	-4.8	-7.7	-7.1
Nc1cc(N)nc(SCC(=O)NC(=O)NC2CCCC2)n1	-1.1	/	-2.3
COCCN1CCC(CNC(=O)C2(c3cccs3)CC2(C)C)CC1 (centres undefined)	/	-4.2	-8.5
O=C(CSC1=NS(=O)(=O)c2ccccc2N1)Nc1nccs1	10.4	/	-1.2
CSc1ncc(CN2CCN(c3cc(C)cc(C)c3)C(=O)C2)cn1	20.9	-17.8	-7.7
CN(Cc1ccncn1)c1nccc(CCC(F)(F)F)n1	20.5	/	-5.5
Cc1nc(NCCNS(=O)(=O)c2ccc(F)cc2)cc(N2CCOCC2)n1	9.9	/	8.2
COc1ccc(C)cc1S(=O)(=O)NCCOc1ccc2nnc(-c3ccccc3)n2n1	14.3	-8.6	-4.8
O=S(=O)(/C=C/c1ccccc1)Nc1ccc(Cl)cc1F	-3.9	/	5.9
Cc1ccc(-n2nc(C(=O)NCc3ccccn3)c(=O)n(Cc3ccccc3)c2=O)cc1Cl	-3.8	-6.7	-7.9
Cc1nc(C(C)C)sc1CNC(=O)c1cnc(N2CCOCC2)nc1	5.3	-14.3	-5.4
OC=c1ccc2cccc3nc(C(F)(F)F)nc1c23	76.8*	/	4.0
CCOC(=O)c1c(CN2CCN(c3ccccc3C)CC2)n(-c2ccccc2)c2cc(Br)c(OC(C)=O)cc12	-0.4	-5.6	-7.8
CC(=O)NCC1=CCCN(CC(=O)N2C[C@@H](C)O[C@@H](C)C2)C1	28.4	-5.5	-2.7
O=C(c1ccccc1)C1CCCN(C(=O)c2cn(Cc3c(F)cccc3F)nn2)C1 (centres undefined)	9.8	/	-8.2
CC(=O)NCCn1ccnc1-c1ncc[nH]1	-0.4	-8.9	-4.5
CCN(CC)c1ccc(C=C2C(=O)NC(=O)N(C)C2=O)cc1	0.0	-4.3	-7.2
CCc1ccc(CN(C)C(=O)c2cc(=O)n(C)c(=O)n2C)nc1	-3.6	/	-3.5
CCNC(=S)N1CCc2cc(OC)c(OC)cc2C1CNC(=O)Cc1ccccc1 (centres undefined)	-31.6	2.8	-1.1
CCS(=O)C1CCCCC1NC(=O)Nc1ccc(NC(=O)C2CC2)cc1 (centres undefined)	6.3	-15.8	-10.3
Clc1ccccc1CSc1nnc(-c2ccc3c(c2)OCO3)o1	9.6	/	-8.0
O=C(CN1CCOC1=O)N1CCCC(OCc2ccccc2)C1 (centres undefined)	22.1	/	-5.1
CCC(CC)n1ncc(C)c1NC(=O)CC1CCC(=O)N1 (centres undefined)	-0.3	-8.2	-3.5
Nc1nc(CNC(=O)CC(c2ccccc2)c2ccco2)cs1 (centres undefined)	25.2	-14.6	-3.4
O=C([C@@H]1CCCN1C(=O)OCc1ccccc1)N1CCCC1	1.3	-2.8	-2.1
O=C(N1CCCC1)C1(S(=O)(=O)c2ccc(Cl)cc2)CC1	7.7	/	-8.9
Cc1ccnc(SCc2cc(=O)c(OC(=O)COc3ccccc3F)co2)n1	-10.9	-7.5	-3.3
CC(C)N(C)S(=O)(=O)NCCC(c1ccccc1)c1ccccc1	3.9	/	-1.6
CC1(C)CC(=O)C2=C(C1)OC(=N)C(C#N)C2c1ccc(Br)cc1 (centres undefined)	14.6	-6.2	-6.1
Cc1cc(-c2nn(-c3ccccc3F)cc2CN(C)Cc2ccon2)c(C)s1	2.5	/	-4.1
COc1ccc(OCCSCc2nc3sc4c(c3c(=O)[nH]2)CCC(C)C4)cc1 (centres undefined)	-2.3	/	-11.7
O=C(CN1CN(c2ccccc2)C2(CCN(C(=O)COc3ccccc3)CC2)C1=O)NC1CC1	/	-2.7	-13.7
CC(C)Oc1cccc(NC(=O)C2(C)CCN(C(C)C)C2)c1 (centres undefined)	-0.3	/	-0.1
CCCCNC(=O)c1cn(C2CCCCC2)cc(C(=O)NC(c2cccnc2)C(F)(F)F)c1=O (centres undefined)	19.1	/	-3.7
CC(C(=O)Nc1ccccc1C#N)N(C)Cc1ccc(F)cc1F (centres undefined)	5.3	/	-2.8

Shown as comma-separated lines: entries from further up
smiles,NPYLR7 ag,mcGAS lum,hcGAS inh
CC(C(=O)Nc1ccccc1C#N)N(C)Cc1ccc(F)cc1F (centres undefined),5.3,/,-2.8
CCCCNC(=O)c1cn(C2CCCCC2)cc(C(=O)NC(c2cccnc2)C(F)(F)F)c1=O (centres undefined),19.1,/,-3.7
O=C(CN1CN(c2ccccc2)C2(CCN(C(=O)COc3ccccc3)CC2)C1=O)NC1CC1,/,-2.7,-13.7

Not a hit list; overall some 0.27% were active at least once.
